Bioassay records deposited in PubChem by National Center for Advancing Translational Sciences (NCATS).
IL1B secr inh – inhibitors of inflammasome signaling (IL-1 beta secretion). AID 743279. activity change, % at 57.5 µM. 360,000 compounds, 4.7% hits. THP-1 LPS/ATP IL-1B secretion, AlphaLISA, 16 h; active compounds read low; in the data active means activity change below about -50%; inconclusive means mostly about -30% to -49%; further: on the % scale 0 is the no-effect control and ±100 the full control effect
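Secreted IL-1B measured by AlphaLISA bead assay after 16 h compound exposure of THP-1 cells; compounds (final up to 57.5 uM) added 1 h before LPS (250 ng/mL) and ATP (1.25 mM) stimulation; lower signal means less secretion.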
S2 tox – viability counter-screen for ATXN expression inhibitors | 400,000 compounds, 0.49% hits | S2 cells (HEK-293 line with an ATXN2-luciferase reporter) viability, CellTiter-Fluor protease fluorescence, 24 h | Potency, µM (highest dose often 56.7 µM), hits mostly cytotoxic | AID 651635; further: potency means the concentration at half of the fitted maximal effect; nearly all actives have a fitted effect of over 40% in size
TGFb SMAD3 inh – inhibitors of TGF-b signaling; HepG2 CAGA-GFP TGF-b/SMAD3 reporter, GFP fluorescence, 18 h; TGF-beta stimulated, 500 pg/mL final; Potency, µM (top dose mostly 46.1 µM), for the others: at the highest dose activity, negative = inhibition, actives largely listed as inhibitors; 410,000 compounds, 1.2% hits; AID 588855; further: potency means the concentration at half of the fitted maximal effect; on the % scale 0 is the no-effect control and ±100 the full control effect; nearly all actives have a fitted effect of over 65% in size
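Inhibition of TGF-beta-driven CAGA-GFP reporter expression in HEPG2 cells is measured by cellular GFP fluorescence after 18 h stimulation with 500 pg/mL recombinant TGF-beta in 1% FBS medium at 37 degrees C.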
Nrf2 inh – blocks Nrf2 signaling | A549 ARE-Fluc reporter, luciferase luminescence, 18-24 h | Potency, µM (titrated, usually from 46 µM), without a hit: top-dose activity change, negative = inhibition, usual class: inhibitors | 360,000 compounds, 2.1% hits; further: potency means the concentration at half of the fitted maximal effect; on the % scale 0 is the no-effect control and ±100 the full control effect; nearly all actives have a fitted effect of over 60% in size
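Reporter: ARE-Fluc in A549. Exposure: 18-24 h, 37 °C, 5% CO2, 5% FBS OPTI-MEM. Readouts: fluorescent cytotoxicity (CellTiter-Fluor), then luminescent Nrf2 signal after BugLite.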
Nrf2 ARE act – Nrf2 pathway activation; AREc32 ARE-luciferase reporter (MCF7-derived line), luminescence, 24 h; Potency, µM (titrated, usually from 46.1 µM), for the others: at the highest dose activation, most hits filed as activators; 410,000 compounds, 0.31% hits; further: potency means the concentration at half of the fitted maximal effect; % of control where 0% means no effect; nearly all actives have a fitted effect of over 65% in size
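Nrf2 activation is followed as ARE-luciferase induction in the AREc32 line after one day of compound treatment; luminescence is read with Steady-Glo.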
A549 viability – counter-screen for Nrf2 inhibitors: cytotoxicity in A549 cells; 390,000 compounds, 0.16% hits; A549 ARE-Fluc cells, CellTiter-Fluor viability, 18-24 h; Potency, µM (series often up to 46 µM), for the others: at the top dose activity change, negative = cytotoxicity, usual class: inhibitors; further: potency means the concentration at half of the fitted maximal effect; on the % scale 0 is the no-effect control and ±100 the full control effect
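A549 ARE-Fluc cells in 5% FBS OPTI-MEM, 5000 cells/well, rested 2 h then exposed to compounds in concentration-response for 18-24 h at 37 °C. Viability by CellTiter-Fluor fluorescence (Ex 405/Em 525) after 30 min; luciferase luminescence (BugLite, 15 min, RT) read afterwards.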
MCF10A rerep – induces DNA re-replication in MCF 10a normal breast cells; MCF 10A DNA re-replication, Hoechst nuclear intensity, 48 h; Potency, µM (doses to about 46.1 µM), without a hit: at the top dose activity, positive = re-replication, actives largely listed as activators; 350,000 compounds, 2.9% hits; further: potency means the concentration at half of the fitted maximal effect; % of control where 0% means no effect; nearly all actives have a fitted effect of over 50% in size
HepG2 tox – HepG2 cytotoxicity, counter-screen for TGF-b inhibitors; 410,000 compounds, 0.76% hits; AID 588856; HepG2 CAGA-GFP viability, ATP luminescence, 18 h; Potency, µM (titrated, usually from 46.1 µM), inactives show top-dose activity change, negative = cytotoxicity, most hits filed as cytotoxic; further: potency means the concentration at half of the fitted maximal effect; some results filed as inactive show a strong effect at the top dose
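CellTiter-Glo luminescence gave cytotoxicity after 18 hours at 37 degrees C. The cells were HepG2 CAGA-GFP in 1% FBS DMEM, stimulated with 500 pg/mL TGF-beta after compound addition. %Activity was normalised to no-cell wells (complete cell-killing) and DMSO (no toxicity), and curves were fitted and classified.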
ATXN2 expr inh – reduces ATXN2 reporter expression in HEK-293 cells; Potency, µM (doses to about 57 µM), without a hit: top-dose activity change, negative = inhibition, most hits filed as inhibitors; 360,000 compounds, 0.72% hits; HEK-293 ATXN2-luciferase reporter, luminescence, 24 h; AID 1745845; further: potency means the concentration at half of the fitted maximal effect; on the % scale 0 is the no-effect control and ±100 the full control effect; nearly all actives have a fitted effect of over 55% in size
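qHTS (up to 57 uM final) was run with 24 h compound exposure of reporter cells at 37 °C. Each well was multiplexed: SteadyGlo luminescence measured ATXN2-luciferase expression after a fluorogenic Gly-Phe-AFC viability readout (25 uM final).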
The depositor's hits bear a star; i = inactive; ? = inconclusive; . = not tested or not shown; [ ] = another dose, or the depositor's remark. Unless noted, the call rests on the fitted dose curve; in most records, active means well fitted curve in the direction sought with a large enough effect; inconclusive means small, poorly fitted or top-dose-only effect, or another doubt; inactive means no such curve, though single readings can be large; an effect the other way counts as inactive or inconclusive.

SMILES	IL1B secr inh	S2 tox	TGFb SMAD3 inh	Nrf2 inh	Nrf2 ARE act	A549 viability	MCF10A rerep	HepG2 tox	ATXN2 expr inh
CCN(CC(=O)NCc1ccc(Cl)cc1)Cc1cc(=O)n2ccsc2n1	20.4	i	5.3%	0.3%	0.2%	-12.2%	-4.5%	13.2%	-15.2%
O=C(COc1ccc([N+](=O)[O-])cc1Cl)NCC1CCCO1 (stereo not given)	0.0	i	-14.9%	12.1%	0.1%	6.6%	?	-10.6%	-12.2%
COc1ccc(N2C(=O)CC(C#N)=C2N)cc1	14.3	i	-13.5%	?	2.9%	0.5%	-3.4%	-13.5%	13.6%
Oc1c(C(c2ccccn2)N2CCC(Cc3ccccc3)CC2)cc(Cl)c2cccnc12 (stereo not given)	-106.1*	.	15.8µM*	?	13.0%	?	15.8µM*	-47.6%	?
Cc1ccc(NC(=O)C2C3/C=C\CCCCC32)cc1C (stereo not given)	4.9	i	-1.2%	15.2%	0.5%	-3.4%	-1.3%	1.4%	17.3%
CN1CCC(N(C)C(=S)Nc2ccc(F)cc2)CC1	16.0	i	15.0%	0.2%	3.4%	-1.8%	19.2%	-18.2%	.
Cc1cccc(C)c1N1CCN(c2ccc3nnc(C(F)(F)F)n3n2)CC1	-18.7	i	?	.	20.7%	-0.6%	?	-5.2%	15.1%
CC1CCCCN1CC(=O)NCc1ccc2c(c1)OCO2 (stereo not given)	10.9	i	-5.4%	7.3%	0.1%	-3.2%	-9.3%	-1.1%	-15.3%
O=C(N/C(=C\c1cccc([N+](=O)[O-])c1)C(=O)N(CCO)CCO)c1ccco1	-51.3*	i	7.0%	-12.7%	-0.5%	6.9%	1.6%	2.5%	-0.5%[11.3 µM]
CCCOc1ccccc1C1NC(=O)NC(C)=C1C(=O)OCCOC(C)C (stereo not given)	-14.2	i	6.2%	-13.6%	-0.9%	-4.0%	?	-8.9%	14.2%
CSc1ccc(Cl)c(C(=O)NCCOc2cc(C)ccc2C(C)C)c1	-72.0*	i	-9.9%	?	-0.7%	-18.4%	-8.0%	-20.4%	-16.6%
Cc1c(Cl)cccc1NC(=O)Nc1cc(C(C)(C)C)nn1C	-19.1	i	?	-22.2%	-0.6%	-5.7%	1.0%	-7.6%	0.0%
COc1ccccc1-c1nc(S(=O)(=O)c2ccccc2)c(N2CCOCC2)o1	-6.0	?	-7.8%	-6.9%	8.3%	-6.9%	-1.2%	8.3%	-1.1%
Cc1cccc(N2CCN(C(=O)C3CCN(S(=O)(=O)c4cccs4)CC3)CC2)c1C	.	i	?	-18.9%	-1.1%	-4.4%	.	2.8%	-19.9%
Cc1ccc(NC(=O)CSc2nnc(Cc3ccccc3)o2)c(C)c1	-3.3	i	-14.7%	-5.9%	-0.4%	8.5%	-7.2%	1.7%	.
COC(=O)c1nn(-c2ccccc2)nc1-c1nn(-c2ccccc2)nc1C(=O)OC	-8.4	i	0.0%	3.5%	1.1%	1.8%	-3.9%	-15.5%	2.9%
CCOc1ccc(NC(=O)Cn2nnc(-c3ccccc3NC(=O)C3CC3)n2)cc1	25.2	i	0.0%	-1.9%	-0.1%	-1.5%	0.6%[9.22 µM]	6.3%	-6.9%
O=C(CCCn1c(=O)[nH]c2ccsc2c1=O)NC1CCCCC1	-7.1	i	29.5%	?	-1.2%	2.9%	1.3%	-0.4%	58.8%[activator]
Cc1cc(C(=O)CN2C(=O)C(=O)N(Cc3ccco3)C2=O)c(C)n1CCc1ccc(F)cc1	36.8	?	-18.4%	?	8.7%	-14.9%	?	-11.3%	-5.4%
NS(=O)(=O)c1ccc(CCNC(=O)c2cccc([N+](=O)[O-])c2)cc1	35.1	i	11.1%	-24.1%	-0.3%[9.22 µM]	-0.7%	-2.9%	-0.3%	-7.6%
CC12CN3CC(C)(CN(C1)C3c1ccccc1F)C2 (stereo not given)	?	i	16.8%	0.4%	-0.6%	11.0%	0.3%	51.1%	-15.8%
N#Cc1c(F)cccc1N1CCC(C#N)CC1	0.8	i	18.6%	-15.1%	0.2%	-0.8%	-4.4%	-9.8%	-19.7%
CN1CCN(c2nc(-c3ccc(Br)cc3)nnc2-c2ccccc2)CC1	-57.9*	i	-6.1%	?	9.4%	22.5%	?	-14.7%	4.6%
Cc1ccc(S(=O)(=O)NC(C(=O)N2CCOCCOCCOCC2)C(C)C)cc1 (stereo not given)	16.9	i	6.3%	-2.6%	-0.4%	-1.7%	-6.3%	-6.1%	-9.6%
O=[N+]([O-])c1c(NCCO)cc(N2CCCCCC2)c2nonc12	-0.3	?	10.6%	?	-0.4%	?	35.0%	-8.1%	.
CC(C)CN(C(=O)CCCSc1nc2ccccc2[nH]1)c1c(N)n(Cc2ccccc2)c(=O)[nH]c1=O	-102.5*	i	21.4%	-5.7%	-0.8%	1.7%	8.4%	-1.0%	1.9%
CC(=O)c1ccc(NS(=O)(=O)c2cccc3cccnc23)cc1	3.5	i	-5.6%	.	-1.7%	.	.	8.0%	.
CN(C)C(=S)N=c1ssc(=S)n1Cc1ccccc1	-2.1	?	2.24µM*	-5.9%	9.6%	0.9%	?	-58.6%	-23.3%
C[C@@H]1CN([C@H](C)CO)C(=O)CCCn2nncc2CO[C@H]1CN(C)CC1CC1	0.7	i	-3.5%	.	0.0%	.	.	0.6%	-5.9%
Cc1cccc(C(=O)OCC(=O)NCCNC(=O)COC(=O)c2cccc(C)c2C)c1C	6.1	i	4.4%	15.9%	-0.1%	1.9%	14.3%	-2.6%	1.6%
Cc1ccc2ncnc(Nc3cccc(C(=O)O)c3)c2c1	17.6	i	2.9%	3.6%	0.4%	-1.4%	12.0%	-1.4%	4.2%
O=C(O)c1ccc(S(=O)(=O)Nc2ccc(O)c(Sc3nc4ccccc4s3)c2)cc1	30.6	i	9.0%	-11.2%	0.1%	1.9%	-5.6%	14.1%	7.4%[11.3 µM]
CC(C)c1ccc(NC(=O)C2CC(=O)N(C3CCCC3)C2)cc1 (stereo not given)	-4.1	i	-15.3%	4.4%	-0.7%	9.0%	-26.3%	-7.0%	3.2%
C/C(=N\O)C1(C)N(O)C(C)(C)C(c2ccc(F)cc2)=[N+]1[O-] (stereo not given)	10.3	i	-0.5%	-17.3%	0.4%	-18.3%	-5.0%	-2.3%	-3.3%
COC(=O)C(CC(C)C)NC(=O)c1ccc([N+](=O)[O-])cc1 (stereo not given)	20.6	i	0.5%	-24.2%	0.3%	-5.8%	-2.3%	-1.4%	-9.1%
CCC(C(=O)N1CCN(c2cc(Cl)ccc2C)CC1)n1nc(C)n2c(cc3occc32)c1=O (stereo not given)	.	?	?	?	3.0%	-15.6%	.	-29.5%	?
CN(C)S(=O)(=O)c1ccc(N2CCCC2)c(C(=O)Nc2nc(-c3ccc(F)cc3)cs2)c1	i	i	?	9.1%	-0.8%	0.2%	?	-38.8%	5.4%
CCOC(=O)C1=C(COC(=O)c2ccc(OC)c(S(=O)(=O)N3CCOCC3)c2)NC(=O)NC1C (stereo not given)	-22.6	i	-4.6%	6.5%	0.1%	0.5%	6.0%	-1.3%	4.2%
COc1ccc(-c2csc(N3CCSCC3)n2)cc1	-3.5	i	0.9%	?	2.5%	7.3%	9.2%	-10.5%	129.5%[activator]
Cc1ccc2c(=O)cc(C(=O)Nc3c(C(=O)c4ccccc4)oc4ccccc34)oc2c1	.	i	2.1%	7.1%	-0.1%	13.8%	.	-65.6%	-4.8%
CCc1ccc(NC(=O)C(C)OC(=O)c2cccc(S(=O)(=O)N3CCc4ccccc4C3)c2)cc1 (stereo not given)	-2.7	i	-4.1%	-3.7%	0.0%	-5.7%	1.8%	-8.2%	7.2%
Cc1cc(Cl)c2oc(C(=O)NCC(C)(C)N3CCOCC3)c(C)c2c1	49.9	i	12.3%	?	0.5%	2.6%	?	-6.4%	9.2%
OC(COc1ccc(Cl)cc1)CSc1ccccn1 (stereo not given)	-3.4	.	6.2%	8.9%	7.4%	5.4%	-6.0%	0.5%	.
CCc1nc2ccc(C(=O)NCCc3c[nH]c4ccccc34)cn2c1N(C)Cc1ccc(N(C)C)cc1	0.0	i	-16.1%	.	5.3%	.	.	-27.0%	-4.8%
Cc1ccc(Cl)cc1NC(=S)N(Cc1ccco1)C(C)c1cccs1 (stereo not given)	-21.0	i	?	-16.6%	-0.3%	7.1%	?	-3.6%	?
O=C(CSc1nnc(-c2cccs2)n1Cc1ccccc1)N1CCc2ccccc2C1	-14.6	i	?	.	3.1%	-0.4%	-13.3%	-5.6%	-7.8%
Cc1cc(C(=O)Nc2nc(C)c(C(=O)N(C)C)s2)ccc1[N+](=O)[O-]	-8.0	i	-3.0%	?	-1.8%	0.1%	-4.8%	4.0%	-22.3%
